Assay outcomes deposited in PubChem BioAssay by The Scripps Research Institute Molecular Screening Center.
DAX1 inh-1 – blocks DAX1 repression of SF-1 activated StAR promoter; AID 652010; 370,000 compounds, 1.1% hits; HEK293T StAR-luciferase reporter, SF-1/DAX-1 repression relief; inhibition, % at 6.8 µM;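 active = inhibition above the mean over all tested compounds plus 3 SD, cut at about 3.6% in these data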;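 note: 0% = DAX-1 cells with DMSO and 100% = cells lacking DAX-1 with DMSO; higher inhibition means more luminescence from relief of DAX-1 repression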
DAX1 inh-2 – inhibits human nuclear receptor DAX1 | HEK293 Gal4-DAX1 luciferase reporter, luminescence | inhibition, % at 6.75 µM | AID 504766 | 340,000 compounds, 0.99% hits | P51843;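 active = inhibition above the mean over all tested compounds plus 3 SD, cut at about 4.2% in these data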;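 note: 0% = DAX1-transfected cells with DMSO and 100% = empty-vector control cells with DMSO; inhibition shows as a rise in luminescence from relieved DAX1 repression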
Target sequence (P51843 207-470 limits assumed): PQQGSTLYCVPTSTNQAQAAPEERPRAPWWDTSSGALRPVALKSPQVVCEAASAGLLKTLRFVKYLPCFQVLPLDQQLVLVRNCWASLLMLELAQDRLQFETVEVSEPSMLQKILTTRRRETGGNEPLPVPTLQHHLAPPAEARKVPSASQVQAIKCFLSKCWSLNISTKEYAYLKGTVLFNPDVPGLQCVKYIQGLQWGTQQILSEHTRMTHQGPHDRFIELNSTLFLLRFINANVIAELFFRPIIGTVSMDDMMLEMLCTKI
hcDAF12 agonist – H. contortus DAF-12 activation, primary screen; activation, % at 6.8 µM; HEK293 hcDAF-12 lit1-tk-luc reporter, luminescence; 0% DMSO, 100% Δ7-dafachronic acid; 370,000 compounds, 1.4% hits;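 active = activation above the mean of all tested compounds plus 3 SD, cut at about 5.5% in these data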;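 note: 100% = response to 3 µM Δ7-dafachronic acid high control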
sPLA2-III inh – Inhibits HGIII-sPLA2 liposome hydrolysis, primary screen; Q9NZ20; QFRET BODIPY PC-A2 liposome hydrolysis, fluorescence; inhibition, % at 12.2 µM; 370,000 compounds, 0.56% hits; AID 743126;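 active = inhibition above mean plus 3 SD of compounds lying within the high and low control bounds, cut at about 19% in these data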;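 note: 0% = median of test compound wells and 100% = no enzyme DMSO wells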
ADAM10 inh – inhibitors of human ADAM10; recombinant ADAM10, EDANS/DABCYL FRET peptide cleavage, 3 h; inhibition, % at 7 µM; 370,000 compounds, 0.62% hits;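 active = inhibition above a per-campaign cutoff equal to the mean of compounds falling between control-based bounds plus 3 SD, cut at about 20% in these data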;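 note: 0% = DMSO wells while the 100% control is not disclosed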
ADAM17 inh – inhibitors of human ADAM17; recombinant ADAM17, EDANS/DABCYL FRET peptide cleavage; inhibition, % at 6.95 µM; 370,000 compounds, 0.83% hits;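 active = inhibition above the mean of compounds lying between control limits plus 3 SD, set per campaign, cut at about 8.5% in these data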;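 note: 0% = DMSO-only wells as the low control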
Target sequence (P78536 215-824 limits assumed): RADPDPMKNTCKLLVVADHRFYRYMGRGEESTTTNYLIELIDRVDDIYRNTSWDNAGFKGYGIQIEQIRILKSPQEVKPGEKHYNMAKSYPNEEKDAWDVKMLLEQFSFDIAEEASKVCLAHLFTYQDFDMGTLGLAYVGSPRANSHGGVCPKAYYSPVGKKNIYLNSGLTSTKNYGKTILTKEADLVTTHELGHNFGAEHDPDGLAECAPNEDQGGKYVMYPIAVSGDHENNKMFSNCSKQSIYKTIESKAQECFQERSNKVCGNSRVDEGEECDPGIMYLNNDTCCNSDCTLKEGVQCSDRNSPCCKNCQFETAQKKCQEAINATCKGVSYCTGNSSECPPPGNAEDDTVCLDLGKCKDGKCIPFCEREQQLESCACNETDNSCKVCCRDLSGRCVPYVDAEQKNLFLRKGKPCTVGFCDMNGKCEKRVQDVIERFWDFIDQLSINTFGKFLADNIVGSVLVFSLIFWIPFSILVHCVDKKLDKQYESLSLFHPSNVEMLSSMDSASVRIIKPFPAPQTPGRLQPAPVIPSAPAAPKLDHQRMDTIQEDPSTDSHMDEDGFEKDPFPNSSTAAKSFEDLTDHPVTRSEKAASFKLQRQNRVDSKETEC
hgDAF-12 ag – agonists of H. glycines DAF-12 nuclear receptor; activation, % at 6.8 µM; 370,000 compounds, 1.8% hits; AID 687014; HEK293 GAL4-hgDAF12 UAS-luciferase reporter, agonist luminescence; normalized to butyrate control;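 active = activation above a cutoff set at the mean of all screened compounds plus 3 SD, cut at about 10% in these data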;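 note: 0% = DMSO wells and 100% = sodium butyrate wells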
ssDAF12 agonist – activators of S. stercoralis DAF-12 nuclear receptor; HEK293 ssDAF-12/GRIP1 lit1-tk-luc reporter, luminescence; % of 3 µM dafachronic acid response; activation, % at 6.8 µM; 370,000 compounds, 1% hits; AID 652126;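 active = activation above the mean over all tested compounds plus 3 SD, cut at about 0.9% in these data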;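 note: 0% = DMSO-only wells and 100% = 3 µM delta7-dafachronic acid wells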
FXN GAA850 act – activators of GAA850 frataxin (FXN) promoter; 360,000 compounds, 0.56% hits; HEK293 lucGAA850 FXN promoter luciferase reporter, 24 h; percent of 10 µM SAHA response; AID 540364; activation, % at 6 µM;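 active = activation above the average of all compounds screened plus 3 SD, cutoff fixed separately per campaign, cut at about 7.5% in these data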;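 note: 0% = DMSO wells and 100% = 10 µM SAHA wells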
PLC-gamma1 inh – PLC-gamma1 (human) inhibition, primary screen | inhibition, % at 12.2 µM | purified PLC-gamma1, fluorogenic substrate, fluorescence | 370,000 compounds, 0.84% hits | P19174; in the data active = inhibition above about 9.5%
PLCb3 inh – blocks human PLC-beta3 enzyme activity; Purified PLC-beta3, fluorogenic substrate, fluorescence; Q01970; inhibition, % at 12.2 µM; 370,000 compounds, 0.18% hits; in the data active = inhibition above about 11%;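 note: 0% = median of compound wells on plate and 100% = full blocker control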
An asterisk follows results filed as active; i = inactive; . = no result given.

SMILES | hgDAF-12 ag | hcDAF12 agonist | ssDAF12 agonist | PLCb3 inh | FXN GAA850 act | sPLA2-III inh | ADAM10 inh | ADAM17 inh | DAX1 inh-1 | DAX1 inh-2 | PLC-gamma1 inh
O=C(O)c1ccc(N2CC3CC(C2)c2cccc(=O)n2C3)c(NC(=S)Nc2ccc(Br)cc2)c1 (centres undefined) | 1.4 | -1.5 | -1.4 | 2 | 0.8 | 1 | -2 | -4 | -0.1 | -0.4 | 1
CC(=O)c1ccccc1Oc1nc(CN2CCOCC2)nc2scc(-c3cccs3)c12 | -0.6 | -2.5 | -0.9 | -11 | 0.0 | -8 | -3 | -8 | -0.4 | -1.0 | -8
CN(CC1COc2ccccc2O1)C(=O)c1ccc(N(C)C)cc1 (centres undefined) | -0.1 | 0.0 | -0.2 | -1 | 2.0 | 1 | 1 | -1 | 0.5 | 3.7 | 3
O=C(c1cc2ccccc2o1)N1CCN=C1SCc1cccc(F)c1 | -0.8 | -0.7 | -1.4 | 3 | -1.8 | 3 | -13 | -4 | 0.4 | 0.2 | 1
Fc1cccc2sc(N3CCCCC3)nc12 | 7.5 | -0.7 | -0.8 | 0 | 2.1 | 4 | -12 | -5 | 0.6 | 2.4 | 1
NC(=O)C1CCN(c2ncc(Br)cn2)CC1 | 0.9 | 1.7 | -0.7 | -4 | . | 2 | -20 | -4 | . | . | -5
Cc1noc(NS(=O)(=O)c2ccc(NC(=O)c3ccc(Br)o3)cc2)c1C | 1.9 | 0.4 | -1.0 | 0 | 2.2 | -5 | 1 | -4 | 0.8 | -0.8 | 0
CCCCCCCCSc1nnc(CSc2nc3nc(C)cc(C)n3n2)o1 | 0.7 | -0.6 | -1.6 | 0 | 2.2 | -1 | 2 | -2 | -0.8 | 0.5 | -4
CCc1nc2ccc(C(=O)Nc3ccc4c(c3)OCC(=O)N4)cn2c1N(C)C(=O)C1CCCCC1 | -2.9 | -2.1 | -1.2 | 2 | -1.8 | -12 | 5 | -1 | 1.0 | . | -4
Cc1ccc(NC(=O)COC(=O)Cc2ccc(Br)cc2)cc1S(=O)(=O)N1CCOCC1 | 6.2 | -0.9 | -0.5 | 0 | 1.9 | -42 | 12 | 7 | 0.2 | 0.5 | -4
NC(=O)CSc1nc2c(sc3ccccc32)c(=O)n1CCCN1CCOCC1 | 0.3 | -1.2 | -1.3 | 0 | 0.7 | 0 | -15 | -7 | -0.1 | -0.4 | 2
Cc1csc(Sc2ccc(C(=O)OCC(=O)Nc3ccc(OC(F)(F)F)cc3)cc2[N+](=O)[O-])n1 | 0.5 | -0.5 | -0.7 | 1 | 0.5 | 4 | 1 | 4 | -0.7 | -1.4 | 1
COc1ccccc1-c1sc2ccccc2c1C#Cc1ccc(N(C)C)cc1 | 1.4 | 1.1 | -0.5 | i | 2.0 | 4 | i | -163 | 0.0 | 1.0 | i
Cc1ccc(NC(=O)C2CCCN2C(=O)NC2CCCCC2)cc1C (centres undefined) | -0.8 | -1.8 | -0.6 | 2 | 0.7 | 6 | 10 | 1 | -0.3 | 0.8 | 3
Cc1ccc(CSc2nc3[nH]ncc3c(=O)[nH]2)cc1 | 5.1 | 2.0 | -0.9 | -4 | 5.0 | -3 | -4 | -4 | 0.2 | 0.2 | -3
Nc1c(Cl)cc(-c2csc(N3CCCC3c3nc4cc(Cl)c(Cl)cc4n3CCOCCO)n2)cc1Cl (centres undefined) | -0.8 | 3.1 | -1.0 | -14 | 1.2 | -1 | 0 | 1 | -0.5 | -0.6 | -12
COc1ccc(C2C3=C(CCCC3=O)Nc3nc(C(F)(F)F)nn32)cc1OC (centres undefined) | -0.9 | -1.9 | -1.2 | -8 | -0.1 | -7 | -44 | -21 | 0.5 | 0.0 | -8
CCOC(=O)CNC(c1ccccc1)c1cc(Br)ccc1NC(C)=O (centres undefined) | 1.5 | 3.2 | -0.2 | 6 | -1.6 | -6 | -2 | 3 | -1.1 | 0.7 | 5
CC(C)Cc1nc(N2CCOCC2)c(C#N)c2c1CCC2 | 2.4 | -0.6 | -0.7 | -23 | 0.2 | -6 | -88 | -25 | -0.1 | -0.4 | -14
Cc1c(NC(=O)CN2CCN(c3cccc(Cl)c3)CC2)c(=O)n(-c2ccccc2)n1C | -1.0 | 0.0 | -2.3 | -4 | -0.4 | 4 | 6 | 0 | -0.6 | 1.5 | 2
CCOC(=O)N1CCN(C(=O)CSC2=NS(=O)(=O)c3ccccc3N2)CC1 | -1.7 | -0.6 | -0.9 | -7 | 0.8 | 2 | 2 | -1 | 0.6 | 0.6 | -3
COC(=O)c1c(C)[nH]c(C)c1-c1ccc(C)cc1 | -1.8 | -0.6 | -1.4 | -7 | -2.0 | 12 | -5 | -6 | -0.6 | 1.1 | -5
O=C(NC1CCCC1)c1cc(-c2cccs2)on1 | 47* | 6.1* | 0.4 | 1 | 18* | 1 | -3 | -4 | 2.5 | 4.7* | -1
CCCCNC(=O)CC(C(=O)N1CCc2ccccc21)n1ccnc1 (centres undefined) | 2.5 | 0.2 | -0.9 | 2 | -1.1 | 3 | -7 | -5 | -1.0 | 1.0 | 0
CC(Sc1n[nH]c(=O)n1Cc1ccccc1)C(=O)NC1CCCCC1C (centres undefined) | -2.9 | -2.2 | -1.7 | 5 | -1.0 | -6 | 1 | 2 | -1.2 | 0.0 | 7
Cc1onc(-c2ccccc2Cl)c1C(=O)N1CCOC12CCCCC2 | 2.0 | 1.7 | -1.1 | 11* | -1.0 | -3 | 5 | 2 | 0.8 | -0.7 | 4
CCN1C(=O)N[C@H](c2ccccc2)C(C(C)=O)=C1C | 0.1 | -0.9 | -1.4 | -1 | -0.4 | 4 | -4 | -1 | -0.3 | 0.4 | 2
Clc1ccc(N2CCN(c3nc4nonc4nc3N3CCSCC3)CC2)nc1 | -3.2 | -0.9 | -0.9 | 3 | -0.7 | -4 | 1 | -1 | 0.3 | -0.6 | 2
CCOc1ccccc1OCCCC(=O)NNC(=O)c1cc(C)oc1C | -1.6 | 0.6 | -0.5 | 1 | -1.9 | 8 | -6 | -5 | -0.7 | 0.3 | 6
O=C(CSc1ncn(-c2ccccc2)n1)N1CCN(c2ccccc2)CC1 | -2.1 | -0.4 | -1.4 | 0 | -0.1 | -2 | 7 | 0 | -0.5 | -0.2 | 4
O=C(N/N=C/C=C/c1cccc([N+](=O)[O-])c1)c1ccncc1 | -1.8 | 0.0 | -1.1 | -5 | 0.4 | 3 | -2 | 0 | 0.4 | 1.4 | 1
Cc1ccnn1CCC(=O)N1CCCC(CCC(=O)NCc2ccccc2F)C1 (centres undefined) | -1.8 | 1.1 | -0.2 | 2 | -0.7 | 3 | -3 | 2 | 0.2 | -0.6 | 6
O=C(COC(=O)c1cccc(S(=O)(=O)N2CCCC2)c1)Nc1cccc(Br)c1 | -0.6 | 3.3 | 0.1 | 2 | 1.7 | 2 | -15 | -5 | 0.6 | 0.3 | 1
CC(C)CC(/C(O)=C(\C#N)c1nc2ccccc2[nH]1)N1C(=O)c2ccccc2C1=O (centres undefined) | -4.5 | -1.2 | -1.0 | 3 | -0.2 | -11 | 17 | 6 | -0.8 | 0.1 | 2
O=C(Nc1nc2ccc(C(=O)N3CCCCC3)cc2s1)C1CCCCC1 | -1.8 | 0.5 | -1.6 | 2 | 2.3 | 0 | 0 | -2 | 0.3 | 0.5 | 1
COc1ccc(C(=O)N[C@H](C(=O)OCCCOC(=O)[C@@H](NC(=O)c2ccc(OC)cc2)C(C)C)C(C)C)cc1 | 0.6 | -1.4 | -2.1 | -5 | -0.6 | -1 | -2 | 1 | -1.5 | -0.5 | -2
O=C(CSc1cccc2cccnc12)Nc1cccc(S(=O)(=O)N2CCOCC2)c1 | 5.9 | -0.5 | -1.9 | -83 | 0.0 | -6 | -130 | -39 | -0.4 | 2.9 | -54
COc1ccc(N)cc1S(=O)(=O)Nc1ccccc1Cl | -0.8 | -0.7 | -0.9 | 5 | -0.1 | 3 | 3 | -3 | -0.6 | 2.5 | 3
COc1cccc(NC(=O)C(=O)NCCC2CCCCN2S(=O)(=O)c2ccccc2)c1 (centres undefined) | 5.6 | -0.3 | -0.4 | 1 | 2.9 | -8 | 3 | 3 | 3.3 | -1.2 | -2
CCc1ccc([C@@H]2CC(=O)[C@@H]3CN(S(=O)(=O)c4ccc(C)cc4)[C@H](c4ccc(Cl)cc4)C[C@@H]3N2S(=O)(=O)c2ccc(C)cc2)cc1 | -1.8 | 0.8 | -0.9 | -2 | . | -4 | -2 | -1 | 0.3 | . | 0
COCCNC(=O)CN1CCC(NC(=O)Nc2ccccc2)CC1 | 0.3 | -0.6 | -1.6 | -4 | 1.3 | 0 | 3 | -4 | 0.6 | 0.5 | -3

Compound profiles (already shown). Values in the order: hgDAF-12 ag, hcDAF12 agonist, ssDAF12 agonist, PLCb3 inh, FXN GAA850 act, sPLA2-III inh, ADAM10 inh, ADAM17 inh, DAX1 inh-1, DAX1 inh-2, PLC-gamma1 inh
COCCNC(=O)CN1CCC(NC(=O)Nc2ccccc2)CC1 as listed: 0.3, -0.6, -1.6, -4, 1.3, 0, 3, -4, 0.6, 0.5, -3
COc1cccc(NC(=O)C(=O)NCCC2CCCCN2S(=O)(=O)c2ccccc2)c1 (centres undefined) as listed: 5.6, -0.3, -0.4, 1, 2.9, -8, 3, 3, 3.3, -1.2, -2
O=C(N/N=C/C=C/c1cccc([N+](=O)[O-])c1)c1ccncc1 as listed: -1.8, 0.0, -1.1, -5, 0.4, 3, -2, 0, 0.4, 1.4, 1

Part of the list above, set out differently:
> CCc1ccc([C@@H]2CC(=O)[C@@H]3CN(S(=O)(=O)c4ccc(C)cc4)[C@H](c4ccc(Cl)cc4)C[C@@H]3N2S(=O)(=O)c2ccc(C)cc2)cc1
  hgDAF-12 ag: -1.8	hcDAF12 agonist: 0.8	ssDAF12 agonist: -0.9	PLCb3 inh: -2	FXN GAA850 act: .	sPLA2-III inh: -4	ADAM10 inh: -2	ADAM17 inh: -1	DAX1 inh-1: 0.3	DAX1 inh-2: .	PLC-gamma1 inh: 0
> Fc1cccc2sc(N3CCCCC3)nc12
  hgDAF-12 ag: 7.5	hcDAF12 agonist: -0.7	ssDAF12 agonist: -0.8	PLCb3 inh: 0	FXN GAA850 act: 2.1	sPLA2-III inh: 4	ADAM10 inh: -12	ADAM17 inh: -5	DAX1 inh-1: 0.6	DAX1 inh-2: 2.4	PLC-gamma1 inh: 1

The order is random (roughly 6.9% active in at least one column).
